Statin myotox sup – suppression of simvastatin myotoxicity; C2C12 myotubes + simvastatin, ATP luminescence, 48 h; scaled: DMSO 0, geranylgeraniol control 100; rescue of ATP level, % at 7.49 µM; hit rate 0.78% among 330,000;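 active means mean ATP rescue above about 67%, or every replicate alone reaching that limit, limit read from the data, passing the limit was not always enough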;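 further: myotubes were challenged with 10 µM simvastatin during compound exposure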
Cneo AK release – Cryptococcus neoformans lysis via adenylate kinase release | C. neoformans lysis, adenylate kinase release luminescence, 4 h; normalised: neutral wells 0, clomiphene wells 100 | hit rate 0.2% among 360,000 | lysis activity, % at 15 µM;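 active means mean lysis activity across replicates of at least 80%, whatever share of replicates individually reach that level; inactive means mean lysis activity below 80%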
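Test system: log-phase Cryptococcus neoformans yeast cells. Input: 5 × 10^6 yeast cells/mL. Medium: fresh YPD growth medium. Doses: single dose. Incubation: static 4 h at 37 °C with compound, 1 h detection. Measured by: luminescent adenylate kinase detection reagent. Read-out: signal increase indicating cell lysis. Benchmarks: Clomiphene.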
FN deposit inh – fibronectin deposition inhibition | hit rate 0.086% among 350,000 | inhibition, % at 12.6 µM | AH1F fibroblasts, Alexa488-fibronectin deposition fluorescence, overnight;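 active means mean inhibition across replicates of 30% or more, regardless of how many single replicates reach that level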;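 further: positive control wells lacked labelled fibronectin entirely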
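Measured by – fluorescence 485/525 nm · System – AH1F fibroblast monolayer, labelled fibronectin deposition · Amount – 10000 cells per well · Buffer or medium – serum-reduced DMEM (2% serum) · Doses – single dose, pinned · Also added – fluorescent fibronectin at 24 nM final · Schedule – 1 h cell attachment, overnight exposure to compound and label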
miR-122 sensor – miR-122 inhibition in Huh7 cells. activation (reporter increase), % at 12.5 µM. hit rate 0.3% among 340,000. AID 602342. Huh7 miR-122 Renilla luciferase sensor, 48 h; neutral wells = 0, positive control = 100;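 active means mean replicate activation score at least 90 and every replicate individually at or above 90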;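 further: higher luciferase means less miR-122 activity so hits act as miR-122 inhibitors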
INS-1E GSIS act – GLuc luminescence reporter in INS-1E cells, primary screen for activators of glucose-dependent secretion of insulin. INS-1E GLuc reporter insulin secretion, 2-3 h. activation, % at 16.6 µM. hit rate 0.61% among 370,000;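 active means lowest replicate activation of at least 40%, so every replicate reaches that level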;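 further: 0% = median of neutral control wells and 100% = median of IBMX positive control wells; some compounds called inactive have numbers as strong as hits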
PglD inh – blocks C. jejuni PglD acetyltransferase activity | purified PglD enzyme, DTNB colorimetric CoA detection | inhibition, % at 12.5 µM | hit rate 0.098% among 360,000; in the data active means inhibition above about 16%, passing the limit was not always enough; further: strong numbers were not always called active
PGC1a acetyl inh – lowers PGC1a acetylation signal in U2OS cells | AlphaScreen anti-acetyl-lysine; with virally co-expressed GCN5 acetyltransferase | inhibition, % at 15.6 µM | hit rate 0.17% among 350,000;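 active means every replicate shows inhibition of at least 40%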;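 further: 0% = neutral control wells and 100% = positive control wells; some results beyond the cut were filed as inactive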
CFTR F508del cor – correctors of CFTR F508del function in bronchial epithelial cells. CFBE cells, YFP halide quenching; stimulated with forskolin plus potentiator P3; % fluorescence drop versus neutral controls. activity (quench increase), % at 7.58 µM. hit rate 0.36% among 350,000. AID 720511;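 active means mean added fluorescence quench of at least 8% versus neutral control, with both replicates also reaching 8%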;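 further: cells transiently co-express mutant CFTR-F508del with the halide-sensitive YFP; corrector assay measuring rescue of mutant channel to the surface after 24 h compound exposure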
Numbers without * were called inactive; / = not tested or not shown; & = joins results of further samples; [ ] = remark or other dose.

item | Structure | Statin myotox sup | Cneo AK release | FN deposit inh | miR-122 sensor
1 | CC(C)(C)C1=Nn2c(nnc2-c2ccccc2F)SC1 | 24 | -4 | / | -1
2 | CN(C)C(=O)CN1C(=O)C2CC=C(Cl)CC2C1=O (stereo unspecified) | / | -4 | -7 | -4
3 | O=S1(=O)N=C(N/N=C/c2ccco2)c2ccccc21 | 5 | 3 | 7 | -1
4 | O=C(C[C@H]1CC[C@H]2[C@@H](COC[C@@H](O)CN2S(=O)(=O)c2ccc(Oc3ccccc3)cc2)O1)NC1CCC1 | 6 | 86* | 5 | 13[16.7 µM]
5 | Cc1cccn2c(CN(C)C3CCCc4ccccc43)c(C(=O)N3CCOCC3)nc12 (stereo unspecified) | -4 | -26 | 10 | 4
6 | Cc1c(Br)c([N+](=O)[O-])nn1CC(=O)NC1CCCCCC1 | -17 | 0 | 1 | -6
7 | Cc1ccccc1-n1nnnc1SCC(=O)NCC1(N2CCOCC2)CCCCC1 | -21 | -2 | -4 | -5
8 | Cc1cc(Nc2ccc(Br)cc2)nc(-c2ccccc2O)n1 | -6 | 0 | 2 | 23
9 | O=C1c2ccccc2C(=O)N1CCn1ccnc1 | 3 | 2 | 2 | -3
10 | CS(=O)(=O)c1ccccc1C(=O)Nc1cccc2ncccc12 | 0 | / | 6 | -2

item | INS-1E GSIS act | PglD inh | PGC1a acetyl inh | CFTR F508del cor
1 | 0 | 3 | 2 | 0.4
2 | 6 | 4 | -6 | /
3 | 12 | -5 | 4 | 0.7
4 | 2 | -81 | -8 | 2.4
5 | 3 | 1 | 2 | 2.3
6 | 2 | 0 | / | 1.5
7 | -8 | 1 | 6 | -4.9
8 | 9 | -5 | -9 | 1.7
9 | -11 | 2 | 1 | 1.9
10 | / | / | / | 1.2

(listing goes on)
item | Structure | Statin myotox sup | Cneo AK release | FN deposit inh | miR-122 sensor
11 | O=C(Nc1cccc(-c2cn3ccsc3n2)c1)c1ccccc1 | -37 | 1 | / | 1
12 | Cc1ccc(OCCOCCn2ccnc2)c(Br)c1 | -3 | 0 | / | -4
13 | CCCOc1ccc(C(=O)NCCC(=O)NCCCC(=O)O)cc1 | / | -5 | 0 | -20
14 | CCNC(=O)C1(C)CCN(C(=O)c2ccccc2OC(F)(F)F)C1 (stereo unspecified) | -10 | -1 | -4 | -2
15 | O=C(NNC(=O)C12CC3CC(CC(Br)(C3)C1)C2)c1ccccc1F | 21 | -1 | -1 | /
16 | COc1ccc(OC)c(C(=O)c2ccc(C(=O)Nc3ccccc3)cc2)c1 | / | 2 | -3 | -1
17 | C[C@@H]1CCCCO[C@@H](CN(C)Cc2ccncc2)[C@H](C)CN([C@H](C)CO)C(=O)c2cc(NC(=O)Cc3ccccc3)ccc2O1 | -17 | -3 | -1 | 14[16.7 µM]
18 | O=C(COC(=O)Cc1cccs1)NCC(=O)Nc1ccc(F)cc1 | 2 | 3 | -5 | /
19 | Cc1ccccc1OCC(=O)NC1=NCCS1 | 0 | 0 | 1 | -2
20 | O=C(COC(=O)C12CC3CC(CC(O)(C3)C1)C2)Nc1ccc(Cl)cc1F | 1 | -1 | -6 | -3

item | INS-1E GSIS act | PglD inh | PGC1a acetyl inh | CFTR F508del cor
11 | / | 3 | 1 | /
12 | / | 6 | 39 | /
13 | -11 | -5 | 9 | -0.7
14 | 2 | 5 | -4 | 0.8
15 | -15 | 1 | / | -4.1
16 | 11 | 0 | 0 | /
17 | -11 | 2 | -22 | -1.4
18 | -14 | 0 | / | 0.2
19 | 10 | -1 | / | /
20 | -3 | 3 | -4 | 2.3

Entries 1 to 2, reprinted for reference:
item | Structure | Statin myotox sup | Cneo AK release | FN deposit inh | miR-122 sensor
1 | CC(C)(C)C1=Nn2c(nnc2-c2ccccc2F)SC1 | 24 | -4 | / | -1
2 | CN(C)C(=O)CN1C(=O)C2CC=C(Cl)CC2C1=O (stereo unspecified) | / | -4 | -7 | -4

item | INS-1E GSIS act | PglD inh | PGC1a acetyl inh | CFTR F508del cor
1 | 0 | 3 | 2 | 0.4
2 | 6 | 4 | -6 | /

Rewritten with one line to a screen: part of the list above.
[14] CCNC(=O)C1(C)CCN(C(=O)c2ccccc2OC(F)(F)F)C1 (stereo unspecified)
[15] O=C(NNC(=O)C12CC3CC(CC(Br)(C3)C1)C2)c1ccccc1F
[16] COc1ccc(OC)c(C(=O)c2ccc(C(=O)Nc3ccccc3)cc2)c1
[17] C[C@@H]1CCCCO[C@@H](CN(C)Cc2ccncc2)[C@H](C)CN([C@H](C)CO)C(=O)c2cc(NC(=O)Cc3ccccc3)ccc2O1
[18] O=C(COC(=O)Cc1cccs1)NCC(=O)Nc1ccc(F)cc1
[19] Cc1ccccc1OCC(=O)NC1=NCCS1

Compound | 14 | 15 | 16 | 17 | 18 | 19
Statin myotox sup | -10 | 21 | / | -17 | 2 | 0
Cneo AK release | -1 | -1 | 2 | -3 | 3 | 0
FN deposit inh | -4 | -1 | -3 | -1 | -5 | 1
miR-122 sensor | -2 | / | -1 | 14[16.7 µM] | / | -2
INS-1E GSIS act | 2 | -15 | 11 | -11 | -14 | 10
PglD inh | 5 | 1 | 0 | 2 | 0 | -1
PGC1a acetyl inh | -4 | / | 0 | -22 | / | /
CFTR F508del cor | 0.8 | -4.1 | / | -1.4 | 0.2 | /

Later entries.
item | Structure | Statin myotox sup | Cneo AK release | FN deposit inh | miR-122 sensor
21 | COc1cccc(NC(C)=[N+](C)CCNS(=O)(=O)c2ccc(Cl)cc2)c1 | / | -2 | / | 2
22 | Cc1cc(OCCCCOc2ccc(S(N)(=O)=O)c(C)c2)ccc1S(N)(=O)=O | -11 | 1 | 5 | 14
23 | Cc1ccc(OCc2nc(C#N)c(N3CCCC3)o2)cc1 | 12 | 4 | / | 4
24 | COc1ccc(CN2[C@@H]3CN(C(=O)NC(C)C)c4ccccc4[C@@H]3[C@@H]2CO)cc1 | -5 | 55 | -8 | 0[16.7 µM]
25 | CCOC(=O)/C=C1\CN(C(C)c2ccccc2)S(=O)(=O)c2ccccc21 (stereo unspecified) | -2 | 1 | -1 | -5
26 | CC[n+]1c(/C=C/c2ccc(OC(C)=O)c(OC)c2)ccc2ccccc21 | 0 | -4 | -2 | -14
27 | Cn1c(-c2ccccc2)cc(=O)cc1-c1ccccc1 | / | 2 | 0 | /
28 | COC(=O)c1ccc(Cn2c(C)c(C(=O)NCc3cccc([N+](=O)[O-])c3)sc2=O)o1 | 1 | 0 | 6 | /
29 | CC1CCN(C(=O)CN2C(=O)C(=O)N(C)C2=O)c2ccccc2S1 (stereo unspecified) | 0 | 0 | 0 | /
30 | Cn1c(=O)[nH]c(=O)c2c1nc(N1CCCCC1)n2C/C=N/NC(=O)c1cc(Br)ccc1O | / | -2 | -6 | -1

item | INS-1E GSIS act | PglD inh | PGC1a acetyl inh | CFTR F508del cor
21 | 34 | 2 | 6 | 2.5
22 | 4 | -1 | 13 | 4.0
23 | / | 4 | -10 | /
24 | -3 | -2 | 3 | 3.6
25 | -6 | -2 | -3 | 0.6
26 | 26 | 12 | 10 | -4.6
27 | 14 | -1 | / | 3.5
28 | -8 | -3 | / | 2.4
29 | -2 | 1 | / | -1.6
30 | -2 | 1 | 6 | 0.2

The list continues:
item | Structure | Statin myotox sup | Cneo AK release | FN deposit inh | miR-122 sensor
31 | C[C@H](CO)N1C[C@H](C)[C@H](CN(C)C(=O)Nc2ccc(F)cc2)Oc2ccc(NC(=O)c3ccncc3)cc2C1=O | 4 | -2 | 5 | -2[16.7 µM]
32 | CC(C)Cc1cc(C(=O)N2CCN(C(c3ccccc3)c3ccccc3)CC2)no1 | 18 | 0 | -6 | -2
33 | O=C(Nc1ccc(S(=O)(=O)N2CCC(C(=O)NC3CCCCC3)CC2)cc1)c1ccco1 | 179* | 0 | / | -11
34 | O=C(NC1CCN(S(=O)(=O)c2ccccc2F)CC1)c1cccnc1 | 2 | -3 | 3 | /
35 | CC(C(=O)c1ccccc1)[n+]1cccc(C(N)=O)c1 (stereo unspecified) | / | 1 | -2 | /
36 | C[C@@H]1CCCCO[C@@H](CN(C)Cc2ccc(C(=O)O)cc2)[C@H](C)CN([C@H](C)CO)C(=O)c2cc(NC(=O)c3ccccc3)ccc2O1 | / | 48 | -2 | 2[16.7 µM]
37 | CC(Oc1cccc(Cl)c1)C(=O)Nc1ccc(N2CCOCC2)cc1N1CCOCC1 (stereo unspecified) | -12 | -4 | 8 | /
38 | CCCCn1c(N)c(N(CC(C)C)C(=O)c2ccc(S(=O)(=O)N3CCCCCC3)cc2)c(=O)[nH]c1=O | 0 | -1 | -9 | -5
39 | CCc1c(C)nc(N)n2c(SCC(=O)N3CCCc4ccccc43)nnc12 | -14 | -3 | / | -6
40 | C[C@H]1CN([C@@H](C)CO)C(=O)c2cc(/C=C/c3ccccc3)cnc2O[C@H]1CN(C)Cc1cccnc1 | -3 | 1 | / | 2[16.7 µM]

item | INS-1E GSIS act | PglD inh | PGC1a acetyl inh | CFTR F508del cor
31 | 19 | 3 | 0 | -1.2
32 | -31 | -5 | 1 | -2.9
33 | 2 | 2 | -8 | /
34 | -12 | 6 | / | -1.4
35 | / | 5 | 2 | 1.2
36 | 6 | 5 | 13 | 0.5
37 | 0 | 1 | / | 4.3
38 | 3 | 2 | 11 | 2.5
39 | / | 0 | 2 | /
40 | -17 | 2 | 4 | 0.8

Next part.
item | Structure | Statin myotox sup | Cneo AK release | FN deposit inh | miR-122 sensor
41 | C[C@H](CCC(=O)O)[C@H]1CC[C@H]2[C@@H]3[C@H](O)C[C@@H]4C[C@H](O)CC[C@]4(C)[C@H]3C[C@H](O)[C@]12C | 5&6&8 | -1&2&0 | -5&-3 | -5&-3&0
42 | Cc1noc(C)c1NC(=O)Nc1cccc2c1O[C@H](CN(C)Cc1ccccc1)[C@@H](C)CN([C@H](C)CO)C2=O | -9 | 40 | / | 97*[16.7 µM]
43 | CC(C)c1ccc(NC(=O)Nc2nc(CN)cs2)cc1 | -1 | -4 | 6 | /
44 | Clc1nc(CN2CCCCC2)nc2sc3c(c12)CCC3 | -3 | 6 | -8 | -14
45 | COc1ccc(C(=S)Nc2ccccc2)cc1 | -2 | -3 | / | -3
46 | COc1ccccc1N1CCN(C(=O)c2noc(C)c2[N+](=O)[O-])CC1 | 30 | -1 | -8 | /
47 | COc1ccccc1NC(=O)COC(=O)Cc1ccc(S(=O)(=O)N2CCCCC2)s1 | / | / | -7 | /

item | INS-1E GSIS act | PglD inh | PGC1a acetyl inh | CFTR F508del cor
41 | 15&3 | 0&4&-1 | -23&8 | -2.8&-0.2&-4.9
42 | 19 | -4 | / | -0.4
43 | -7 | -1 | 12 | -2.7
44 | -21 | -1 | / | 0.1
45 | / | -6 | -8 | /
46 | 57* | 3 | -1 | -1.5
47 | -3 | / | 3 | -1.5

Screening results (PubChem)
